Assay outcomes from PubChem BioAssay.
STAT3 act = STAT3 signaling activation; 190,000 compounds, 0.91% hits; U3A cells, IL-6 STAT3-luciferase reporter, luminescence; 100% = signal with IL-6 EC80 alone; AID 871; activation (% of control), % at 5.6 µM;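 active means activation above the screen-wide mean of compound activation plus 3 SD, cut at about 130% in these data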;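 further: 0% = background luminescence of wells with medium and substrate only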
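Material: human U3A cells carrying STAT3-luciferase construct. Measured by: reporter luminescence signal. Timing: compound 1 h, then IL-6 6 h at 37 °C.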
FLuc inhib CS = inhibits firefly luciferase, flagging false hits in luciferase inhibition screens; ATPLite firefly luciferase biochemical luminescence, 10 min; inhibition, % at 10 µM; 200,000 compounds, 1.5% hits;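 active means inhibition above about 50% when tested at 10 µM, limit read from the data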
Target sequence (P08659 whole entry, looked up): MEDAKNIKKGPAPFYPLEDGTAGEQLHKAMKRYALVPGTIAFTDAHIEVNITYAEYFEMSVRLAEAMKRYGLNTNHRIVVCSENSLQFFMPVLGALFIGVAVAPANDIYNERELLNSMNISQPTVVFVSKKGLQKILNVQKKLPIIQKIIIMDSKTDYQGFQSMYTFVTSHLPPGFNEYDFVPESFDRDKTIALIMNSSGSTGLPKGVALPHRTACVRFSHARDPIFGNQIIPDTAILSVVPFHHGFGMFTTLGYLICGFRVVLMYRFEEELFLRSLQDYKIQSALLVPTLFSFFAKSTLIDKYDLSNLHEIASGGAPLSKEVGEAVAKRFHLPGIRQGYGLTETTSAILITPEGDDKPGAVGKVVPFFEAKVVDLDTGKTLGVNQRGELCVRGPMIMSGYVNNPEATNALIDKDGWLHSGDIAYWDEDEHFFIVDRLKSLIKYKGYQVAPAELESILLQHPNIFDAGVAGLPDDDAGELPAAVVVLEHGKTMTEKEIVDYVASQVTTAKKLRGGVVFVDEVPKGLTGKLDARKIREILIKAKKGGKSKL
STAT1 blocker = inhibitors of IFN-gamma induced STAT1 signaling | AID 920 | NIH 3T3 STAT1-luciferase reporter, luminescence | inhibition, % at 5.5 µM | 200,000 compounds, 0.35% hits;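 active means inhibition above a set limit, the mean inhibition across all tested compounds plus 3 SD, cut at about 34% in these data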;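 further: 0% = IFN-gamma with DMSO and 100% = IFN-gamma with 300 µM nifuroxazide; values of inactives mirror those of a sister screen read the other way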
STAT1 act = activators of IFN-gamma induced STAT1 signaling; NIH 3T3 STAT1-luciferase reporter, luminescence; 100% = IFN-gamma alone, no compound; activation (% of control), % at 5.5 µM; 200,000 compounds, 2.6% hits; AID 932;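 active means activation above the screen-wide mean activation plus 3 SD, cut at about 130% in these data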;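 further: raw ratio to IFN-gamma control signal so 100% means no change and 0% no light; values of inactives mirror those of a sister screen read the other way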
APP 5'UTR act = APP 5'UTR luciferase reporter activation | SH-SY5Y APP 5'UTR luciferase reporter, luminescence; zero percent = DMSO vehicle wells | activation, % at 2 µM | 190,000 compounds, 1% hits | AID 1276;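 active means activation above a set limit, based on mean plus 3 SD of controls, cut at about 140% in these data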; further: values of inactives mirror those of a sister screen read the other way
NF-kB neuron act = NF-kB expression increase, human neuronal cells | fold change at 12.5 µM | NF-kB reporter expression; hits give high values | 190,000 compounds, 1.6% hits; in the data active means fold change above about 3.3
Hsp70 act = switches on Hsp70 transcription; activation, % at 10 µM; 200,000 compounds, 0.04% hits; HeLa Hsp70 promoter luciferase reporter, luminescence; scaled: vehicle 0, proteasome-inhibitor control 100%; AID 1203;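 active means activation above the mean across all tested compounds plus 3 SD, cutoff set per campaign, cut at about 5.5% in these data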;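 further: 100% = MG132 at 30 µM as the positive control and 0% = DMSO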
RAM network inh = inhibitors of the yeast RAM network | 190,000 compounds, 1.8% hits | S. cerevisiae dse1pr::URA3 reporter, 5-FOA growth OD615, 2 d; analog-sensitive cbk1-as2 kinase mutant strain | inhibition, % at 50 µM;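 active means inhibition above a set limit, 3 SD over mean compound inhibition, cut at about 8.4% in these data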;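 further: 0% = DMSO-only wells with no growth and 100% = 10 µM 1-NA-PP1 full growth; inhibition rescues growth on 5-FOA so higher OD means more RAM inhibition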
APP transl inh = APP translation inhibition | SH-SY5Y APP 5'UTR-luciferase reporter, luminescence | inhibition, % at 2 µM | 190,000 compounds, 0.82% hits | AID 1285;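 active means inhibition above a set limit, derived from the sample mean plus 3 SD, cut at about 45% in these data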; further: values of inactives mirror those of a sister screen read the other way
STAT3 inh = reduces IL-6 driven STAT3 reporter signal; 190,000 compounds, 0.89% hits; inhibition, % at 5.5 µM; U3A cells, IL-6 STAT3-luciferase reporter, luminescence; host cell line lacks STAT1; AID 862;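 active means inhibition above the mean inhibition across all screened compounds plus 3 SD, cut at about 44% in these data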;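 further: 0% = DMSO only wells and 100% = 100 µM nifuroxazide control wells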
An asterisk follows results filed as active.

cpd	canonical_smiles	STAT1 act	RAM network inh	STAT3 act	APP transl inh	FLuc inhib CS	STAT3 inh	NF-kB neuron act	APP 5'UTR act	STAT1 blocker	Hsp70 act
1	O=C(C1CCCN(S(=O)(=O)c2cccc3nonc23)C1)N1CCN(c2cccc(Cl)c2)CC1 (configuration not stated)	92	2.4	94	2	-6	5	0.48	-2	9	-0.1
2	CCCC(=O)Oc1ccc(N(C(=O)CCC)S(=O)(=O)c2cccc([N+](=O)[O-])c2)cc1	109	3.8	102	4	-4	-6	1.1	-4	-10	-0.2
3	c1ccc(-c2ccccc2OCCOCCN2CCc3ccccc3C2)cc1	79	-1.5	138*	-12	-5	-29	0.99	12	21	-0.3
4	CCCCN(C)CCCNC(=O)c1cc(=O)[nH]c2ccc(S(=O)(=O)N3CCCCC3C)cc12 (configuration not stated)	100	0.2	97	-7	-5	5	1.6	7	-1	0.3
5	C=C(C)CC(Nc1ccc(OC)cc1)c1ccco1 (configuration not stated)	95	0.7	110	10	-4	-7	0.8	-9	4	0.0
6	CCOC(=O)c1[nH]c(C)c(C(=O)OCC(=O)N2CCc3ccccc32)c1C	96	1.8	91	46*	-9	14	1.1	-46	4	-0.1
7	COc1cc(/C=C(\C#N)C(=O)Nc2cccnc2)ccc1OC(C)C	103	0.2	103	-5	-3	-5	1.1	5	-3	-0.4
8	O=C(CN1CCSCC1)N/N=C/c1ccc(Cl)cc1	107	2.0	97	6	-2	14	1.4	-6	-10	0.2
9	COc1ccc(OC)c(/C=N/NC(=O)CN2CCSCC2)c1	101	-0.1	103	-3	-3	-5	1.1	3	-1	-0.3
10	Cc1c(C(=O)O)oc2ccc(S(=O)(=O)N3CCCCC3C(=O)O)cc12 (configuration not stated)	100	0.6	101	-4	-6	4	1.1	4	0	-0.2
11	COc1ccc([N+](=O)[O-])cc1NC(=O)CCCOc1ccccc1	93	2.2	88	-40	-6	15	1.1	40	7	-0.2
12	O=C(NCCc1c[nH]c2ccccc12)C(=O)NCC(c1ccco1)N1CCN(c2ccc(F)cc2)CC1 (configuration not stated)	103	5.2	99	-17	5	4	1.1	17	-3	-0.4
13	O=[N+]([O-])c1ccc(Cl)c(/C=N/N2CCN(Cc3ccccc3)CC2)c1	97	1.4	87	-7	-6	19	1.1	7	3	0.1
14	O=[N+]([O-])c1cccc(-c2nc(-c3cccs3)c(-c3cccs3)[nH]2)c1	98	5.0	106	-4	-5	3	0.41	4	2	-0.3
15	FC(F)(F)c1cccc(Nc2ncnc3ccccc23)c1	97	-0.7	91	-6	-7	16	1.3	6	3	-0.4
16	S=C(Nc1ccccc1)Nc1ccc(Cl)cn1	97	3.0	85	-31	-4	20	1.1	31	2	0.2
17	COCCOC(=O)c1c(C)nc(SCC(=O)Nc2cccc3ccccc23)c(C#N)c1-c1ccco1	71	0.5	106	-4	-3	0	1.1	4	31	0.0
18	CCOc1cc(-c2noc(CCC(=O)N3CCOCC3)n2)ccc1OC	111	1.2	108	11	-4	-4	0.95	-11	-12	0.1
19	O=C(COC(=O)c1ccc(Sc2ccccc2)c([N+](=O)[O-])c1)NC1CCS(=O)(=O)C1 (configuration not stated)	101	0.8	95	2	-1	8	1.2	-2	-2	-0.2
20	COc1ccc(CCN2CC(C(=O)NCCc3ccccc3)CC2=O)cc1OC (configuration not stated)	120	3.3	107	-47	3	-6	1.6	47	-23	0.1

14 of the compounds above, with two lines to a compound.
The line under a structure holds: STAT1 act	RAM network inh	STAT3 act	APP transl inh	FLuc inhib CS	STAT3 inh	NF-kB neuron act	APP 5'UTR act	STAT1 blocker	Hsp70 act
5	C=C(C)CC(Nc1ccc(OC)cc1)c1ccco1 (configuration not stated)
 : 95	0.7	110	10	-4	-7	0.8	-9	4	0.0
6	CCOC(=O)c1[nH]c(C)c(C(=O)OCC(=O)N2CCc3ccccc32)c1C
 : 96	1.8	91	46*	-9	14	1.1	-46	4	-0.1
7	COc1cc(/C=C(\C#N)C(=O)Nc2cccnc2)ccc1OC(C)C
 : 103	0.2	103	-5	-3	-5	1.1	5	-3	-0.4
8	O=C(CN1CCSCC1)N/N=C/c1ccc(Cl)cc1
 : 107	2.0	97	6	-2	14	1.4	-6	-10	0.2
9	COc1ccc(OC)c(/C=N/NC(=O)CN2CCSCC2)c1
 : 101	-0.1	103	-3	-3	-5	1.1	3	-1	-0.3
10	Cc1c(C(=O)O)oc2ccc(S(=O)(=O)N3CCCCC3C(=O)O)cc12 (configuration not stated)
 : 100	0.6	101	-4	-6	4	1.1	4	0	-0.2
11	COc1ccc([N+](=O)[O-])cc1NC(=O)CCCOc1ccccc1
 : 93	2.2	88	-40	-6	15	1.1	40	7	-0.2
12	O=C(NCCc1c[nH]c2ccccc12)C(=O)NCC(c1ccco1)N1CCN(c2ccc(F)cc2)CC1 (configuration not stated)
 : 103	5.2	99	-17	5	4	1.1	17	-3	-0.4
13	O=[N+]([O-])c1ccc(Cl)c(/C=N/N2CCN(Cc3ccccc3)CC2)c1
 : 97	1.4	87	-7	-6	19	1.1	7	3	0.1
14	O=[N+]([O-])c1cccc(-c2nc(-c3cccs3)c(-c3cccs3)[nH]2)c1
 : 98	5.0	106	-4	-5	3	0.41	4	2	-0.3
15	FC(F)(F)c1cccc(Nc2ncnc3ccccc23)c1
 : 97	-0.7	91	-6	-7	16	1.3	6	3	-0.4
16	S=C(Nc1ccccc1)Nc1ccc(Cl)cn1
 : 97	3.0	85	-31	-4	20	1.1	31	2	0.2
17	COCCOC(=O)c1c(C)nc(SCC(=O)Nc2cccc3ccccc23)c(C#N)c1-c1ccco1
 : 71	0.5	106	-4	-3	0	1.1	4	31	0.0
18	CCOc1cc(-c2noc(CCC(=O)N3CCOCC3)n2)ccc1OC
 : 111	1.2	108	11	-4	-4	0.95	-11	-12	0.1

Later entries
cpd	canonical_smiles	STAT1 act	RAM network inh	STAT3 act	APP transl inh	FLuc inhib CS	STAT3 inh	NF-kB neuron act	APP 5'UTR act	STAT1 blocker	Hsp70 act
21	CCn1c(SCC(=O)Nc2ccc(NC(C)=O)cc2)nnc1C1CC1	108	3.7	96	-1	-5	8	1.6	1	-9	-0.1
22	O=Cc1ccc(Sc2nnc(-c3ccccc3)o2)c([N+](=O)[O-])c1	104	2.2	98	-5	-7	4	1.1	5	-5	-0.2
23	COc1ccc(CNC(=O)CCCNS(=O)(=O)c2cccc3nonc23)cc1	103	1.2	102	1	-5	4	0.86	-1	-2	-0.4
24	CNC(=O)c1ccccc1NC(=O)c1c(O)c2c([nH]c1=O)CCCC2	106	3.9	119	3	13	-16	0.84	-3	-6	0.1
25	Cc1cccc(NC(=O)C2NC(=O)CC2c2ccccc2)c1C (configuration not stated)	100	0.6	98	12	-3	8	0.87	-12	0	-0.1
26	CCCN(CCC)c1nc2ccccc2nc1C(C#N)C(=O)OCCOC (configuration not stated)	90	3.5	86	3	-4	23	0.55	-3	11	-0.5
27	O=C(C1CCN(S(=O)(=O)N2CCCCC2)CC1)N1CCCCC1	92	1.2	101	4	-2	3	1.1	-4	8	-0.5
28	COc1cc(NC(=O)CSc2nnnn2Cc2ccc3c(c2)OCO3)cc(OC)c1	88	5.7	96	-2	-10	10	1	2	13	-0.4
29	Oc1ccc(NC(=S)Nc2ccc(O)cc2)cc1	103	0.5	100	-4	-1	5	1	4	-5	-0.3
30	O=C(CCc1ccccc1)Nc1ccccc1	114	1.9	95	-29	5	10	1.9	29	-17	0.0
31	COC(=O)c1cccc(NC(=O)NC23CC4CC(CC(C4)C2)C3)c1	100	3.5	89	-10	4	11	1.1	10	0	-0.2
32	O=C(Nc1c(C(=O)N2CCCCC2)cnn1-c1ccccc1)c1ccccc1	102	0.0	105	-12	-6	-2	0.98	12	-2	0.4
33	O=C(CSc1nccc(=O)[nH]1)Nc1ccccc1Sc1ccccc1	95	2.7	98	-4	-9	5	1.1	4	5	0.0
34	O=C(CCNC(=O)Cn1ccc2ccccc2c1=O)NCCCN1CCN(c2ccc(F)cc2)CC1	100	0.5	84	7	-3	26	1.1	-7	0	0.1
35	CCOC(=O)c1nn(-c2ccc(C)cc2)c2nc(Nc3ccccc3)cc(=O)n12	101	6.5	93	-3	-4	8	0.81	3	-1	-0.1
36	Cc1cc(NC(=O)COC(=O)COc2ccc(C(=O)c3ccccc3)cc2)no1	92	4.3	97	1	-3	6	1.1	-1	9	-0.3
37	Cn1c(-c2cc3c(C(F)(F)F)nn(C)c3s2)n[nH]c1=S	106	3.2	91	9	0	17	0.93	-9	-7	-0.2
38	CC1(C)CC(=O)c2sc(NC(=O)c3ccc4ncsc4c3)nc2C1	113	1.8	101	-25	55*	7	1.2	25	-15	0.3
39	COc1ccc(-n2c(CNC(=O)c3cc(OC)c(OC)c(OC)c3)n[nH]c2=S)cc1	110	0.5	105	-6	-3	0	1	7	-11	0.1
40	COC(=O)/C(=N/Nc1ccccc1C)Sc1nnc(C(O)c2ccccc2)n1-c1ccccc1 (configuration not stated)	95	8.8*	96	17	1	5	0.96	-17	6	-0.2
41	Cc1c(NC(=O)Nc2ccccc2Cl)c(=O)n(-c2ccccc2)n1C	99	1.1	95	12	-8	17	1.3	-12	0	0.0
42	CC(Sc1ccc(Cl)cc1)C(=O)NCc1cccnc1 (configuration not stated)	100	4.5	103	-3	-2	-6	1.3	3	-1	0.1
43	CN(C)CCCN1C(=O)C(O)=C(C(=O)c2cc3ccccc3o2)C1c1ccccc1 (configuration not stated)	101	1.0	103	11	-8	2	1.3	-11	-1	0.3
44	CNC(=S)N/N=C1\C(=O)c2cccc3cccc1c23	99	2.1	138*	-9	-2	-39	1.2	9	1	-0.1
45	Oc1ccc(-c2csc(-c3cccnc3)n2)c(O)c1	115	3.4	88	-71	53*	15	1.1	71	-16	0.1
46	COc1cc(C(=O)N(CCCO)Cc2cc3ccc(C)c(C)c3[nH]c2=O)cc(OC)c1OC	104	1.3	100	-5	-4	10	1.1	5	-4	-0.5
47	O=C(COc1ccc2ccccc2c1)NNC(=O)c1cccs1	106	3.2	98	-7	-2	1	1.1	7	-6	-0.1
48	OC(CNCc1ccco1)Cn1c2ccc(Br)cc2c2cc(Br)ccc21 (configuration not stated)	105	0.7	109	1	-3	-13	0.98	-1	-5	0.3
49	CCOC(=O)C1=C(C)NC(C)=C(C(=O)OCC)C1c1cc2ccc(C)cc2[nH]c1=O	93	6.5	143*	3	-3	-46	0.94	-3	8	0.0
50	Cc1cc(C)cc(C(=O)NCC(=O)OCc2cc([N+](=O)[O-])cc3c2OCOC3)c1	98	1.6	105	-5	-5	-2	0.97	5	2	-0.4
51	COc1cccc(C(=O)N2CCC(O)(c3cccnc3)CC2)c1	97	0.8	105	-6	-6	-3	1.3	6	1	-0.2
52	Cc1cc(C(F)(F)F)n(-c2nc(C(=O)O)cs2)n1	102	0.4	99	6	-7	6	1.2	-6	-3	0.0
53	O=C1CN(C(=O)COc2ccc(Br)cc2F)c2ccccc2N1	110	1.0	95	9	7	5	1	-9	-11	0.1
54	CCOc1ccc(NS(=O)(=O)c2cnc(Cl)c(Cl)c2)cc1	103	-1.1	105	-8	-1	-8	1.4	8	-3	-0.3

The order is random. Share with any hit: about 7.7%.
